Gal4-VP16 FLuc – inhibits Gal4-VP16 luciferase reporter, ROR gamma counter-screen; Drosophila S2 Gal4-VP16 UAS-luciferase, luminescence, 20 h; AID 2546; 3.5% of 310,000 active; Potency, µM (highest dose often 53.6 µM), for inactives: at the highest dose activity, negative = inhibition, usual class: inhibitors;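 also: Gal4-VP16 expression switched on by copper sulfate through the metallothionein promoter; % is scaled to controls: 0 for no effect and ±100 for the full control effect; nearly all actives have a fitted effect of over 50% in size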
uPA surface inh – cell surface uPA generation inhibition; 0.31% of 330,000 active; Potency, µM (titrated, usually from 38.3 µM), without a hit: at the highest dose activity change, negative = inhibition, usual class: inhibitors; cell surface uPA generation assay, qHTS; active = well fitted inhibition curve with a large enough effect; inconclusive = small, poorly fitted or top-dose-only effect; inactive = no such curve, though single readings can be large or run the other way; tested in mouse RAW 264.7 cells; also: % is scaled to controls: 0 for no effect and ±100 for the full control effect; nearly all actives have a fitted effect of over 55% in size
p53 reactivator – re-activators of mutant p53. H1299 p53-A138V BP100-luciferase reporter, luminescence, 24 h. Potency, µM (highest dose often 92.2 µM), without a hit: at the top dose activity change, positive = activation, actives largely listed as activators. 0.063% of 320,000 active; also: % of control where 0% means no effect; nearly all actives have a fitted effect of over 45% in size
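p53-null H1299 cells stably carrying temperature-sensitive p53-A138V and a BP100-luciferase reporter were pinned with compounds (4-point, 1:5 series) and held 24 hrs at 37 deg C. Luminescence was read 10 min after detection reagent.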
BRCA1 expr act – BRCA1 expression activation. MCF7-BRCA1-FFLuc reporter, luminescence, 48 h; response scale: scaled: vehicle 0%, 10 µM genistein 100%. Potency, µM (series often up to 46.1 µM), for the others: top-dose activation, most hits filed as activators. 1.1% of 380,000 active; also: nearly all actives have a fitted effect of over 80% in size; some results filed as inactive show a strong effect at the top dose
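Activators of BRCA1 expression were detected as increased firefly luciferase luminescence in engineered MCF7 cells after 48 h compound incubation. Signals were scaled to genistein 10 microM as full activation.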
FLuc modulator – firefly luciferase modulation, counter-screen for miR-21 project | P08659 | 6.9% of 360,000 active | purified FLuc, Km substrates, luminescence inhibition | Potency, µM (doses to about 57.5 µM), without a hit: top-dose activity change, negative = inhibition, actives largely listed as inhibitors;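 also: plate controls were vehicle for no effect and reference inhibitor for full effect; nearly all actives have a fitted effect of over 55% in size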
Target sequence (P08659 whole entry, looked up): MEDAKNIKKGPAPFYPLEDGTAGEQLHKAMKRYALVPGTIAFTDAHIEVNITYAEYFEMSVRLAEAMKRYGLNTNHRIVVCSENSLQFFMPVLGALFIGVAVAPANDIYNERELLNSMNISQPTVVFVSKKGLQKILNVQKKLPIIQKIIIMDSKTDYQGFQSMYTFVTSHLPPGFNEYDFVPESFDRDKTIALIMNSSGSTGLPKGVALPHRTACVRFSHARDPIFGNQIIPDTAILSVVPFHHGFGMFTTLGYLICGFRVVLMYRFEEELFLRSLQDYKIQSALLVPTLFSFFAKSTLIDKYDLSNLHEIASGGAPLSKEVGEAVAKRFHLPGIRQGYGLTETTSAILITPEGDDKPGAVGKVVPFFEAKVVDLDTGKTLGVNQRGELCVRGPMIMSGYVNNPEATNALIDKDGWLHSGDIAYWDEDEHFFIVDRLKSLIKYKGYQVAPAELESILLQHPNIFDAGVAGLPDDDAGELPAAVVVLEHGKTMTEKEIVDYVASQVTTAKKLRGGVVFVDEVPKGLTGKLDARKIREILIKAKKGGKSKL
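Purified P. pyralis luciferase, 10 nM final, with Km-level 10 uM D-luciferin and 10 uM ATP in 50 mM Tris acetate pH 7.5, 10 mM Mg acetate, 0.01% Tween-20, 0.05% BSA; 6-point qHTS titration about 60 µM downward; luminescence read.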
ELG1 genotox – induces genotoxicity in HEK293T cells with luciferase-tagged ELG1; HEK293T ELG1-luciferase reporter, luminescence, 16 h; AID 504466; 1.3% of 330,000 active; Potency, µM (top dose mostly 46 µM), for inactives: at the highest dose activity change, positive = activation, hits mostly activators; also: % of control where 0% means no effect; nearly all actives have a fitted effect of over 60% in size
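DMSO vehicle served as control against compound-treated ELG1-luciferase HEK293T cells; exposure lasted 16 hr at 37 °C and 5% CO2, followed by ONE-Glo luminescence detection after 30 min.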
NPC1 prom act – NPC1 promoter activation; Huh7 NPC1 promoter luciferase reporter, 24 h; 2.4% of 320,000 active; Potency, µM (titrated, usually from 9.22 µM), without a hit: top-dose activation, hits mostly activators;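 also: % of control where 0% means no effect; nearly all actives have a fitted effect of over 60% in size; reporter is driven by a mutant NPC1 promoter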
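Stable NPC1-promoter luciferase Huh7 line; cpd (DMSO) 24 h, 37 °C, 5% CO2; Amplite luciferase reagent 10 min RT; luminescence readout. qHTS format.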
RORg inh – blocks mouse ROR gamma transcriptional activity; P51450; Drosophila S2 Gal4-RORgamma UAS-luciferase reporter, 20 h; Potency, µM (highest dose often 53.6 µM), without a hit: at the top dose activity change, negative = inhibition, actives largely listed as inhibitors; 5.4% of 310,000 active; also: % is scaled to controls: 0 for no effect and ±100 for the full control effect; nearly all actives have a fitted effect of over 60% in size
Target sequence (P51450 whole entry, looked up, the tested form may be a part): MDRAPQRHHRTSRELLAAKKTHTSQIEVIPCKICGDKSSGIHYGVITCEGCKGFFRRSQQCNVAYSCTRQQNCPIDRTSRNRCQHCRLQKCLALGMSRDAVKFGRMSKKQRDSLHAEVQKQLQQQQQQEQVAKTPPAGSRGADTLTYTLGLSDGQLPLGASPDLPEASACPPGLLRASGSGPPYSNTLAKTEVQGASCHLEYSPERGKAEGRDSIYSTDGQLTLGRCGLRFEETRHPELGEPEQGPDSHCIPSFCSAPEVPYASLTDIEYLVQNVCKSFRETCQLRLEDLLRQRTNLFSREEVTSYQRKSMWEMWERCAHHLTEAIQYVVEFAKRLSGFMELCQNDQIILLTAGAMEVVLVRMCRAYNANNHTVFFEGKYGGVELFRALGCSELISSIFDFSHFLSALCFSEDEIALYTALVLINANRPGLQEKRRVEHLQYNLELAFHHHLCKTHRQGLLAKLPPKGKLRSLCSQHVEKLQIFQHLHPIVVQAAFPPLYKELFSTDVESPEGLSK
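Stable Schneider cell line, Gal4 DNA-binding domain fused to ROR gamma, UAS-luciferase. Cmpd 1 hr RT → CuSO4 700 uM final → 20 hr RT → luciferase reagent 10 min → luminescence.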
Rab9 prom act – activators of Rab9 promoter | Huh7 Rab9 promoter-luciferase reporter, luminescence, 24 h | 2.8% of 320,000 active | Potency, µM (highest dose often 9.22 µM), for inactives: top-dose activation, negative = inhibition, most hits filed as activators; also: % of control where 0% means no effect; nearly all actives have a fitted effect of over 60% in size
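Cells were plated at 1500 per well in reduced-serum medium with 10% FBS and left 2 h. Compound in DMSO was then added for 24 h at 37 °C. Reporter signal was read by luminescence after 10 min with luciferase detection reagent.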
MBNL1-CUG inh – blocks human MBNL1 binding to CUG repeat RNA. Q9NR56. TR-FRET MBNL1-His/biotin-(CUG)12 binding, 665/545 ratio. Potency, µM (highest dose often 57.5 µM), for inactives: top-dose activity change, negative = inhibition, usual class: inhibitors. 0.036% of 280,000 active. AID 2675; active = well fitted inhibition curve with a large enough effect in the signal ratio, with a control signal flat, not every such curve was filed as active; inconclusive = small, poorly fitted or top-dose-only effect, or effect the other way, or a change in a side signal; inactive = no such curve, though single readings can be large or run the other way; the % refers to the signal ratio; also: % is scaled to controls: 0 for no effect and ±100 for the full control effect
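TR-FRET between His-tagged MBNL1 and biotin-(CUG)12 RNA, detected with Tb anti-His antibody (0.055 ng/ul) and streptavidin-XL665 (5 nM), 60 min at room temperature. Compounds titrated 92 nM to 58 uM; 665/545 nm ratio normalized to buffer and complex controls.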
An asterisk follows results filed as active; u = inconclusive; x = not tested or not shown; & = joins results of further samples; [ ] = remark or other dose. Unless noted, calls follow the shape of the dose curve; as a rule, active = well fitted curve in the direction sought with a large enough effect; inconclusive = small, poorly fitted or top-dose-only effect, or another doubt; inactive = no such curve, though single readings can be large; an effect the other way counts as inactive or inconclusive. Potency is read from the fitted curve at half-maximal effect.

| smiles | Gal4-VP16 FLuc | uPA surface inh | p53 reactivator | BRCA1 expr act | FLuc modulator | ELG1 genotox | NPC1 prom act | RORg inh | Rab9 prom act | MBNL1-CUG inh |
| --- | --- | --- | --- | --- | --- | --- | --- | --- | --- | --- |
| C/C(=C\C(=O)Nc1cscc1C)C(=O)O | -2% | -1% | 5% | 0% | 2% | 1% | -1% | 6% | -5% | 6% |
| CCCn1c(SCC(=O)NC2CCCCC2)nnc1C1CC1 | -5% | -5% | -8% | 7% | 0% | 0% | -1% | -14% | 1% | -2% |
| CN(C)CCOC(=O)NCC12CC3CC(CC(C3)C1)C2 | -2% | -6% | -3% | -38% | 1% | -5% | -5% | 3% | -1% | -17% |
| O=C(CCCN1C(=O)S/C(=C\C=C\c2ccccc2)C1=O)Nc1ccc(O)cc1 | u | -5% | -4% | -69% | u | u | u | 0.32µM* | 24% | 13% |
| O=C(CNC(=O)c1ccccc1F)NCC(c1cccs1)N1CCOCC1 (stereo not drawn) | x | -22% | 3% | 1% | 6% | 0% | -1% | x | 0% | x |
| O=C(N/N=C1\CCCc2ccccc21)c1ccc([N+](=O)[O-])cc1 | u | x | 16% | 100% | 6µM* | u | u | u | 3.5µM* | u |
| CCSc1nnc(N)s1 | 0% | 1% | 0% | 1% | 11% | 3% | -3% | u | 5% | -5% |
| ClCc1nnc(-c2ccccc2)o1 | u | u | -18% | -15% | -9% | -1% | -4% | -18%[10 µM] | 0% | x |
| CCCCNC(=O)OCC(CC)NC(=O)OCC(C)C (stereo not drawn) | -3% | 5% | 1% | -28% | 1% | 0% | 1% | 6% | 5% | 10% |
| O=C(NN1C(=O)/C(=C/c2ccc(O)c([N+](=O)[O-])c2)SC1=S)c1ccccc1Cl | -1% | 1% | -1% | -9% | 17µM* | -6% | 0% | 21% | -1% | u |
| O=C(NCc1ccco1)c1cc2n(n1)C(C(F)(F)F)CC(c1ccc(Cl)c(Cl)c1)N2 (stereo not drawn) | -17% | 0% | -2% | -45% | 8% | -3% | -3% | -15% | -6% | -2% |
| O=C(O)CC1(CC(=O)NCc2ccc(C(F)(F)F)cc2)CCCCC1 | -4% | -1% | -2% | 1% | 1% | 1% | 0% | 11% | -5% | x |
| CC(C)n1c(NCc2ccc(Cl)cc2)nc2ccccc21 | -7% | -4% | 0% | -8% | u | 0% | -7% | -12% | 7% | -3% |
| Cc1ccc(Oc2ncc(-c3ccc(Cl)cc3)cn2)cc1 | -9% | 3% | 0% | 1% | 12% | 0% | 0% | 8% | 11% | -10% |
| Cc1ccc(C)c(N(CC(=O)NCCc2ccccc2)C(=O)CCC(=O)Nc2ccccn2)c1 | 18% | 0% | 1% | -26% | 1% | -1% | -3% | 0% | -2% | -6% |
| COc1ccc(C(C)=O)cc1CSc1nc2ccccc2o1 | u | 0% | 1% | -22% | -4% | 17% | -4% | -19% | -2% | 8% |
| O=C(Nc1ccnn1C1CCN(C2CCC2)CC1)c1ccccc1Cl | -11% | -1% | 4% | 1% | 0% | 4% | 1% | -25% | -2% | 0% |
| Cc1oc(-c2ccccc2F)nc1CS(=O)(=O)CC(=O)NCCCN(C)C1CCCCC1 | 4% | -3% | 6% | 0% | 1% | -3% | 0% | -1% | -4% | -2% |
| Cc1nn(CC(O)Cn2cnc3c2c(=O)n(C)c(=O)n3C)c(C)c1Br (stereo not drawn) | 0% | -1% | -7% | -7% | -1% | -2% | -6% | -9% | 2% | -4% |
| COc1ccc(CN(C)Cc2c(O)ccc3cc(Br)ccc23)cc1OC | u | -5% | -3% | -14% | u | 8% | -3% | -9% | -2% | 15% |
| Cc1nc2ccccc2c(=O)n1NC(=O)COc1ccccc1 | 4% | 0% | 2% | 13% | 4% | -10% | -1% | -24% | 0% | u |
| CCOC(=O)c1cc(-c2ccc(OC)cc2)nn1-c1ccccc1C(=O)O | -3% | -2% | -4% | 0% | 0% | 0% | 0% | -8% | -6% | -4% |
| CCn1c(NCc2ccc3c(c2)OCO3)nc2ccccc21 | 12% | 2% | 3% | u | u | 6% | 17% | 2% | 4% | -6% |
| Clc1ccc(Oc2nnnn2-c2ccccc2)cc1 | 2% | -7% | u | -2% | 1% | 4% | -3% | 30% | 0% | -5% |
| COC(=O)CN(C(=O)CSc1nnc(-c2cccc(OC)c2)o1)c1ccc(OC)cc1 | 1% | -2% | 1% | -7% | -1% | -5% | 0% | -9% | -4% | -7% |
| COc1cc(C(F)(F)F)c(C(=O)N(C)c2ccc(Cl)cc2)cn1 | 1% | -2% | -1% | -15% | -1% | -9% | 1% | 13% | 0% | x |
| Cc1ccc(-c2ccc(CCC(=O)O)o2)cc1 | 4% | x | 19% | 65% | 11µM* | 11% | 4% | -11% | 19% | 2% |
| CCOc1ccc(CC(=O)NC2CC(C)(C)N(C)C(C)(C)C2)cc1OCC | x | 12% | 11% | 1% | 0% | 0% | -1% | x | -5% | x |
| O=C(CSc1n[nH]c(-c2ccccn2)n1)Nc1ccc(Cl)cc1 | 0.1µM* | -17% | 8% | -56% | 2% | 1% | -40%[inhibitor] | 2.5µM* | -37%[inhibitor] | -3% |
| NC(=O)C1CCN(c2oc(-c3cccs3)nc2S(=O)(=O)c2ccc(Cl)cc2)CC1 | x | -1% | 2% | -35% | x | -1% | x | x | x | x |
| O=C(NNc1c2ccccc2nc2ccccc12)c1cc2ccccc2cc1O | -7% | 6% | 0% | -59% | u | -3% | 1% | 36% | -1% | 68%[activator] |
| Cc1ccc(C)c(N2CCN(C(=O)c3nn(C)c4c3CS(=O)(=O)c3ccccc3-4)CC2)c1 | -6% | -6% | -17% | -34% | -3% | -13% | -3% | 33% | -2% | -5% |
| COC(=O)Nc1ccc2c(c1)OCO2 | 6% | 1% | 17% | 29% | u | 6% | -1% | -3% | 5% | 5% |
| O=C(NC(=S)NNS(=O)(=O)c1ccccc1)c1cccnc1 | -10% | -10% | 1% | -19% | 3% | 1% | -2% | u | -4% | 29% |
| CN(C)S(=O)(=O)c1ccc(-c2csnn2)s1 | 10% | 3% | 0% | -10% | 4% | -1% | 2% | -1% | -4% | 4% |
| CCCn1c(SCC(=O)NCCCN2CCCC2=O)nc2ccccc2c1=O | x | 0% | -8% | 46% | x | 2% | x | x | x | x |
| O=C(O)CC(CC(=O)Nc1ccc(-c2ccccc2)cc1)c1ccccc1 (stereo not drawn) | -5% | 5% | -6% | -6% | -12% | 2% | -6% | -2% | -1% | -2% |
| CCSc1nsc(NC(=O)Nc2ccccc2OC)n1 | 25% | 5% | x | u | u | 2% | 26% | u | 20% | 24% |
| O=C(CSc1ccc(-c2ccccn2)nn1)c1ccc([N+](=O)[O-])cc1 | u | 0% | 10% | 0% | -4% | -4% | -1% | 4.5µM* | 1% | u |
| CCN(CC(=O)NCc1ccc(F)cc1)C(=O)C(C)Oc1cccc(Cl)c1 (stereo not drawn) | x | 0% | -7% | -6% | 5% | -6% | -7% | x | -2% | x |
| CC(C)CN(C(=O)COC(=O)C1CC1)c1c(N)n(Cc2ccccc2)c(=O)[nH]c1=O | x | 1% | 2% | 19% | 9% | -1% | -1% | x | -3% | x |
| S=c1[nH]c(-c2ccccc2)cn1/N=C/c1cccs1 | u | -1% | 6% | 1% | -15% | -1% | 1.4µM* | u | u | 8% |
| Cc1ccc(NC(=O)NC(=O)COc2c(F)c(F)cc(F)c2F)c(C)c1 | x | 0% | 8% | -11% | x | -3% | x | x | x | x |
| COc1ccc(CC(=O)OCC(=O)Nc2ccc3[nH]c(=O)[nH]c3c2)cc1 | x | 1% | -4% | -7% | 2% | 1% | -1% | x | 10% | x |
| O=C(NCc1ccccc1)C1CCCN(c2cnccn2)C1 (stereo not drawn) | 1% | 9% | -7% | 38% | 2% | 1% | -1% | -14% | 0% | -6% |
| Cc1ccc(NC(=O)c2ccc(-c3nn(C)c(=O)c4ccccc34)cc2)cc1 | -9% | -3% | -3% | -73% | -3% | -2% | -1% | -28% | -4% | 5% |
| COC(=O)c1ccc(C(NC(=O)OCc2ccccc2)/C(F)=C/[C@@H](C)C(=O)NCc2ccc(OC)c(OC)c2)cc1 (stereo partly drawn) | u | -15% | -18% | 6% | -1% | 2% | -8% | -3%&-23% | -4% | -2% |
| O=[N+]([O-])c1ccc(S(=O)(=O)Nc2nnc(C(F)(F)F)s2)cc1 | 2% | 4% | x | -22% | -3% | 0% | 1% | 8% | 0% | u |
| CC1CN(c2ccc([N+](=O)[O-])cc2Cl)CCN1S(C)(=O)=O (stereo not drawn) | -16% | -1% | -5% | -5% | -4% | -6% | -5% | 24% | -3% | u |
| O=C(c1cccs1)N(CCO)Cc1cc2cc3c(cc2[nH]c1=O)OCCO3 | -2% | x | -15% | x | -1% | 2% | -2% | 1% | -5% | 2% |
| Cn1c(OCc2cccnc2)nc2c1c(=O)n(Cc1ccccc1)c(=O)n2C | 6.3µM* | 3% | 0% | -30% | 6% | -9% | -2% | 11µM* | -3% | -13% |

Rewritten with values under each structure: part of the list above
The line under a structure holds: Gal4-VP16 FLuc	uPA surface inh	p53 reactivator	BRCA1 expr act	FLuc modulator	ELG1 genotox	NPC1 prom act	RORg inh	Rab9 prom act	MBNL1-CUG inh
- O=C(CSc1ccc(-c2ccccn2)nn1)c1ccc([N+](=O)[O-])cc1
→ u	0%	10%	0%	-4%	-4%	-1%	4.5µM*	1%	u
- O=C(NCc1ccccc1)C1CCCN(c2cnccn2)C1 (stereo not drawn)
→ 1%	9%	-7%	38%	2%	1%	-1%	-14%	0%	-6%

Source: PubChem BioAssay
